RT RNaseH block – HIV-1 RT RNase H inhibitors, primary screen, biochemical, fluorescence; AID 565, 2006; RT-RNase H RNA/DNA duplex cleavage; Gag-Pol polyprotein (Human immunodeficiency virus type 1 group M subtype B (isolate …; inhibition, % at 10 µM; hit rate 1.9% among 65,000; in the data active means inhibition above about 50%
RmlCD inh mix – RmlC and RmlD coupled enzyme inhibitors, primary screen, biochemical, 384-well, compound mixtures, retest | hit rate 0.39% among 110,000 | AID 1532, 2009 | RmlC/RmlD coupled enzyme inhibition, 384-well mixture HTS | inhibition, % at 5.5 µM; in the data active means inhibition above about 30%, passing the limit was not always enough; further: strong numbers were not always called active
* = called active by the depositor; · = no result given. Not all compounds are listed. The share of hits here may be higher or lower than overall.

SMILES	RT RNaseH block	RmlCD inh mix
CCn1c(=O)cc(SCC(=O)NCC2CCCO2)c2ccccc21 (centres undefined)	-11	9
O=C(c1cccs1)N1CCC(c2nc3ccccc3s2)CC1	-3	-5
Cc1cc(Cl)cc(C)c1OCC(=O)O	0	-7
O=C(O)CCc1ccc(-c2ccc(Cl)cc2)n1CCC(=O)O	·	13
O=C(CCCc1nc(-c2ccccc2)no1)NCc1cccnc1	-3	-21
Cc1cc(C)n(CC(O)CN2C(=O)NC(C)(C)C2=O)n1 (centres undefined)	4	-21
Cc1ccc(NC(=O)c2cc(-c3ccc(C)o3)nc3ccccc23)nc1	49	1
COC(=O)Cc1c(O)ccn(Cc2ccccc2OC)c1=O	·	-15
Clc1ccc(CN2C3=NCCN3c3ccccc32)cc1Cl	6	6
CCCCCn1c(N2CCN(Cc3ccccc3)CC2)nc2c1c(=O)[nH]c(=O)n2C	-11	-4
O=C1CCc2cc(S(=O)(=O)NCCC(=O)NC3CCN(Cc4ccccc4)CC3)ccc2N1	-10	-9
CC1=C(C(=O)OC(C)C)C(c2ccco2)NC(=O)N1 (centres undefined)	·	7
O=C(Cc1ccccc1)OC(COCc1ccccc1)CN1CCOCC1 (centres undefined)	1	19
Cn1c(=O)c2cc(S(=O)(=O)NCCC(=O)N3CC=C(c4ccccc4)CC3)ccc2n(C)c1=O	-12	5
CC(=O)N1SC(N)=NC1c1ccccc1 (centres undefined)	-7	12
O=C(CSc1nnc(-c2ccccn2)n1Cc1ccco1)c1ccccc1	-80	-13
COc1cc(OC)cc(OCC(O)Cn2cnc(-c3ccccc3)c2)c1 (centres undefined)	-9	5
CCCc1nnc2n1N=C(c1ccc(OC)c(OC)c1)CS2	-17	-9
COc1ccc(CCNc2nc(N3CCCCC3)nc(N3CCCCC3)n2)cc1OC	-3	-7
Cc1ccc(C(C)C)c(OCC(=O)N2CCOCC2)c1	-38	7
O=C(CSc1nc2ccccc2n1CC(=O)N1CCCC1)Nc1ccc2c(c1)OCO2	-3	7
COc1cc([N+](=O)[O-])ccc1N/C=C/C(=O)c1cccs1	·	5
Cc1c(C(=O)O)sc(=S)n1CCOc1ccccc1	-5	-1
CC1(C)CC(=O)C2=C(C1)NC(=O)CC2c1cccc(F)c1 (centres undefined)	7	-10
Cc1ccc(CN(C(=O)c2ccco2)C(C(=O)NC2CCCC2)c2ccc(N3CCOCC3)cc2)cc1 (centres undefined)	·	-8

At a glance, part of the list above.
SMILES	RT RNaseH block	RmlCD inh mix
CCn1c(=O)cc(SCC(=O)NCC2CCCO2)c2ccccc21 (centres undefined)	-11	9
O=C(c1cccs1)N1CCC(c2nc3ccccc3s2)CC1	-3	-5
Cc1cc(Cl)cc(C)c1OCC(=O)O	0	-7
O=C(O)CCc1ccc(-c2ccc(Cl)cc2)n1CCC(=O)O	·	13
O=C(CCCc1nc(-c2ccccc2)no1)NCc1cccnc1	-3	-21
Cc1cc(C)n(CC(O)CN2C(=O)NC(C)(C)C2=O)n1 (centres undefined)	4	-21
Cc1ccc(NC(=O)c2cc(-c3ccc(C)o3)nc3ccccc23)nc1	49	1
COC(=O)Cc1c(O)ccn(Cc2ccccc2OC)c1=O	·	-15
Clc1ccc(CN2C3=NCCN3c3ccccc32)cc1Cl	6	6
CCCCCn1c(N2CCN(Cc3ccccc3)CC2)nc2c1c(=O)[nH]c(=O)n2C	-11	-4
O=C1CCc2cc(S(=O)(=O)NCCC(=O)NC3CCN(Cc4ccccc4)CC3)ccc2N1	-10	-9
CC1=C(C(=O)OC(C)C)C(c2ccco2)NC(=O)N1 (centres undefined)	·	7
O=C(Cc1ccccc1)OC(COCc1ccccc1)CN1CCOCC1 (centres undefined)	1	19
Cn1c(=O)c2cc(S(=O)(=O)NCCC(=O)N3CC=C(c4ccccc4)CC3)ccc2n(C)c1=O	-12	5
CC(=O)N1SC(N)=NC1c1ccccc1 (centres undefined)	-7	12
O=C(CSc1nnc(-c2ccccn2)n1Cc1ccco1)c1ccccc1	-80	-13
COc1cc(OC)cc(OCC(O)Cn2cnc(-c3ccccc3)c2)c1 (centres undefined)	-9	5
CCCc1nnc2n1N=C(c1ccc(OC)c(OC)c1)CS2	-17	-9
COc1ccc(CCNc2nc(N3CCCCC3)nc(N3CCCCC3)n2)cc1OC	-3	-7

(more compounds)
SMILES	RT RNaseH block	RmlCD inh mix
O=C(CSc1nnc(Cn2c(=O)sc3ccccc32)n1-c1ccccc1)N1CCCCCC1	-3	9
CCOC(=O)c1ccc(NC(=O)C2(c3ccccc3)CCCC2)cc1	·	12
CCN(CC)c1nc2ccccc2nc1C(C#N)C(=O)NCCCOC (centres undefined)	-13	30
Cc1ccc(N/C=C/C(=O)C(C)(C)C)c(O)c1	·	6
CC(=O)COc1ncn(-c2ccccc2)n1	·	8
O=C(c1cccnc1)N1C2C=CC(C2)C1(C(F)(F)F)C(F)(F)F (centres undefined)	-15	-7
C=CCc1ccccc1OCC(O)CN1CCN(c2ccccc2F)CC1 (centres undefined)	0	2
Cc1ccc(-n2c(C)cc(C)c(C#N)c2=O)cc1Cl	-2	-11
Cc1cc(=O)[nH]c(-n2nc(C)cc2C)n1	-19	12
Nc1c(-c2ccccc2)nc(Cl)nc1-c1ccccc1	·	79
Fc1cccc(-c2oncc2-c2nnnn2-c2ccc(Cl)cc2)c1	·	12
Cc1ccc(OCCSc2nnc(-c3ccncc3)n2C)cc1	4	-8
COC(=O)c1cn(C)c2ccc(S(=O)(=O)N3CCCC3)cc2c1=O	-6	-1
C/C(=N\Nc1cc(Cl)nc(C)n1)c1ccccc1	·	6
COc1cccc(Nc2nc3ccccc3n3nnnc23)c1	·	-19
Cc1ccc(C2C(C(=O)c3cc4ccccc4o3)=C(O)C(=O)N2CCCN(C)C)cc1 (centres undefined)	-5	·
Cc1cc(=O)n2nc(N3CCCC(C(=O)N4CCN(C)CC4)C3)sc2n1 (centres undefined)	-3	9
COc1ccc(Cl)c(S(=O)(=O)N2CCCC2)c1	-33	·
COc1ccc(OC)c(NC(=O)c2ccccc2SC)c1	·	3
COc1ccc(C(=O)Nc2cc3c(cc2C#N)OCO3)cc1S(=O)(=O)N1CCN(C)CC1	5	13
CC1=CC(C)(C)C(C(=O)O)C(C(=O)O)C1 (centres undefined)	-9	10
COc1cccc(CN(Cc2cccnc2)S(=O)(=O)c2ccc(-n3cnnn3)c(C)c2)c1OC	-13	-10
COc1ccc(C(=O)NC2CCCCCC2)cc1S(=O)(=O)Nc1ccc(Br)cc1	·	5
Cc1cc(C(=O)NCCCn2ccnc2)sc1-c1ccccc1	12	7
NC(=O)C1CCN(C(=O)c2cc(S(=O)(=O)N3CCOCC3)c(Cl)cc2Cl)CC1	-1	7

Other structures follow:
SMILES	RT RNaseH block	RmlCD inh mix
CCn1c(SCC(=O)Nc2ccc(N3CCOCC3)c(Cl)c2)nnc1-c1ccc(N)cc1	9	3
Cc1ccc(CC2CC(=O)N(CC(=O)O)C2=O)cc1 (centres undefined)	·	-32
CCCC(=O)c1ccc(N2CCOCC2)c(F)c1	-6	5
CC(O)(CS(=O)(=O)Cc1ccc(Cl)cc1)C(=O)Nc1cccc(C(F)(F)F)c1 (centres undefined)	·	6
Nc1c(S(=O)(=O)c2ccccc2)nnn1-c1ccccc1	-4	-60
Cc1ccc(S(=O)(=O)N2CCC(=O)N(C(COC(=O)Nc3ccccc3)Cc3ccccc3)CC2)cc1 (centres undefined)	·	3
CC1(C)c2[nH]c3ccccc3c2C[C@@H]2C(=O)N(c3ccc(F)cc3F)C(=O)N21	·	-4
Nn1c(SCC(=O)NCc2ccc3c(c2)OCO3)nnc1C1CC1	·	4
CN(C)c1ncc(C(=O)O)cn1	-4	-5
COC(=O)c1nn(-c2ccccc2)c(Sc2ccc(C)cc2)c1/C=N/O	·	-3
CC1(C)C2CCC1(CS(=O)(=O)N1CCCc3ccccc31)C(=O)C2 (centres undefined)	26	9
CCc1sc(NC(=O)CN2CCOCC2)nc1-c1ccccc1	7	15
O=C(Nc1n[nH]c(C2CCCCC2)n1)C1CCCCC1	2	4
CNc1nc2sc3c(c2c(=O)n1C)CC(C)(C)SC3	-15	31
CCCCOc1ccc(C(=O)N/C(=C\c2ccc(OC)cc2)C(=O)OCc2ccco2)cc1	·	55
CCc1c(C)nc2ncnn2c1N1CCC(C(=O)Nc2ccc(C)cc2)CC1	-1	7
CCOc1cc2[nH]c(=O)n(CCC(=O)NCCc3ccc(OC)c(OC)c3)c(=O)c2cc1OCC	0	-5
Cc1ccc(S(=O)(=O)c2nc(C(C)(C)C)oc2N2CCOCC2)cc1	-4	-5
COc1ncnc2sc(-c3ccccc3)cc12	-57	-10
CCCc1cc(C(N)=O)c(NC(C)=O)s1	43	-8
COc1cccc(C2C3=C(CCCC3=O)Nc3nc(-c4cc(OC)c(OC)c(OC)c4)nn32)c1 (centres undefined)	-13	7
CC(=O)c1cccc(NC(=O)C2CCCN(S(=O)(=O)c3ccccc3)C2)c1 (centres undefined)	-20	18
Oc1ccccc1-c1nnc(-c2ccc(C(F)(F)F)cc2)o1	-14	-34
O=C(CSc1nnc(SCc2ccc(Cl)cc2)s1)N1CCOCC1	-7	-5
CC1(OC(=O)C2CCCC2)C(=O)C=C2C=C(c3ccsc3)N(C(CO)CO)C=C2C1=O (centres undefined)	·	10

(listing goes on)
SMILES	RT RNaseH block	RmlCD inh mix
Cc1cc(C)n(-c2ccc(C(=O)NC(C)C)cc2)n1	-3	1
Oc1ccc(F)cc1-c1cc(-c2ccc3c(c2)OCCO3)n[nH]1	·	9
CCOC(=O)c1cnc(SCc2nc(N)nc(Nc3ccccc3)n2)nc1N	-15	-16
Clc1ccc(Cn2c(-c3cccnc3Cl)nc3ccccc32)cc1	·	-13
Cc1cccn2c(=O)c(C=NCc3ccco3)c(Nc3ccc(SC(F)F)cc3)nc12	·	6
COC(=O)N1CC(c2ccccc2)CC1=O (centres undefined)	-7	-14
CCN1CCc2c(C#N)c(NCc3ccccc3)nc(NCCO)c2C1	10	-27
O=C(CN1CCN(c2ccc(F)cc2)CC1)Nc1cccc(C(F)(F)F)c1	-2	8
Nc1nc(SCC(=O)c2ccc(Oc3ccccc3)cc2)n[nH]1	-12	-1
O=C(c1cnccn1)N(c1ccccc1)C1(C(=O)NC2CCCC2)CCCCC1	1	·
CCOc1cc2[nH]c(=O)n(CC3CCC(C(=O)NCCCOC)CC3)c(=O)c2cc1OCC (centres undefined)	0	-6
Cc1ccc(C2=CC(c3ccc(N(C)C)cc3)n3nnnc3N2)cc1 (centres undefined)	23	5
Cc1nn(C)c(C)c1S(=O)(=O)N(CC(=O)Nc1nccs1)c1ccc(C(C)C)cc1	1	7
CCc1nc(SCCO)c2oc3ccccc3c2n1	-25	13
Cc1cccc(Cn2c(=O)c3c(nc4n3CCN4Cc3ccco3)n(C)c2=O)c1	-25	-14
Cc1ccccc1NC(=O)c1ccc(S(=O)(=O)N(C)C)cc1	-6	3
Cc1c(C(=O)N2CCN(c3ccc(F)cc3)CC2)sc2nc(-c3ccccc3)cn12	0	·
O=C(c1ccc(F)cc1)C1CCN(C(=S)Nc2ccccc2)CC1	·	1
COCCn1c(SCC(=O)Nc2cccc(OC)c2)nnc1-c1ccc(Cl)cc1	0	2
c1ccc2c(c1)nc1n2CCN1CCNC1CCCCC1	5	-13
O=C(Cn1cnc2ccccc2c1=O)N1CCN(Cc2ccccc2)CC1	-7	-14
CCOc1ccccc1NC(=O)CC1NCCNC1=O (centres undefined)	0	-17
C=CCc1ccc(O)c(-c2cc(CC=C)ccc2O)c1	·	-27
COc1cc(CNCCc2c[nH]c3ccccc23)ccc1OCc1ccccc1F	·	-10
Cc1cc(OCC(=O)NCCO)cc(C)c1Cl	-22	-12

Further records:
SMILES	RT RNaseH block	RmlCD inh mix
CCOC(=O)CCSc1nc(C)c2cc(OC)ccc2n1	·	-6
COc1cccc(NC(=O)COC(=O)c2c3c(nc4ccccc24)CCC(C)C3)c1 (centres undefined)	·	-15
COc1cc2c(cc1NC(=O)c1cccc([N+](=O)[O-])c1C)oc1ccccc12	·	6
Cc1cccc(Nc2ncnc3nc[nH]c23)c1	-15	4
CCCN1Cc2cccc(C(=O)N3CCN(c4ccccc4)CC3)c2C1=O	·	3
COc1ccc(-n2nnc3c(=O)n(CC(=O)N4CCCc5ccccc54)cnc32)cc1	11	-6
CC(=O)N(c1c(C)n(C)n(-c2ccccc2)c1=O)C1(C(=O)NC2CCCCC2)CCCCC1	·	1
Cc1ccccc1S(=O)(=O)Cc1ccc(C(=O)NCCCN2CCN(C)CC2)o1	3	-14
COC(=O)C(C)N(C(=O)c1ccc(C(=O)c2ccccc2)cc1)c1c(C)cccc1C (centres undefined)	·	6
CCOC(=O)c1cc(-c2ccccc2)sc1NC(=O)CN1C(=O)NC(CC)(c2ccc(F)cc2)C1=O (centres undefined)	·	15
CC[C@@]1(O)C(=O)OCc2c1cc1n(c2=O)Cc2cc3c(N)cccc3nc2-1	·	13
Cc1ccc(N(C(C)C(=O)N2CCC(C)CC2)S(C)(=O)=O)cc1C (centres undefined)	-10	-4
O=C(C1CCN(S(=O)(=O)c2cccc3cccnc23)CC1)N1CCc2ccccc21	-4	-9
Cc1csc(NC(=O)c2cccc(C)c2C)n1	·	-8
O=C(CCNS(=O)(=O)c1ccc2c(c1)CCC(=O)N2)NCc1ccc2c(c1)OCO2	-7	6
O=C(O)C1CCCCC1C(=O)NCCCc1ccccc1 (centres undefined)	-13	-9
Cc1nnn(C23CC4CC(CC(C4)C2)C3)n1	-7	8
CC(Oc1ccccc1Br)C(=O)N1CCc2ccccc21 (centres undefined)	-37	-15
O=c1[nH]cnc2sc(-c3ccccc3)cc12	·	-2
O=C(O)c1cnn2c1NC(c1cccs1)CC2C(F)(F)F (centres undefined)	7	-6
Cn1ncc(C#N)c1NC(=O)c1cc(-c2ccccc2Cl)on1	·	-12
C[C@@H]1CCC[C@]2(O[C@H](CCO)C[C@H](O)[C@H]2O)O1	·	-30
CCOC(=O)COc1ccc(S(=O)(=O)NCCC2=CCCCC2)cc1	2	-5
N#Cc1ccc(CNc2cnccn2)cc1	·	19
O=S(=O)(c1ccccc1)n1ccc2ccccc21	-112	3
COCCNC(=O)CS(=O)Cc1nc(-c2ccc(Cl)cc2)oc1C (centres undefined)	-13	·
